Bioassay records (PubChem BioAssay)
PGK inhibitor = qHTS Assay to Find Inhibitors of Phosphoglycerate Kinase. Phosphoglycerate kinase, glycosomal (Trypanosoma brucei brucei), P07378. PGK/GAPDH coupled, Kinase-Glo luminescence, 60 min. Potency, µM (top dose mostly 57.5 µM), without a hit: at the top dose activity change, negative = inhibition, hits mostly inhibitors. 380,000 compounds, 0.043% hits. AID 602233, 2012; also: % is scaled to controls: 0 for no effect and ±100 for the full control effect; nearly all actives have a fitted effect of over 60% in size
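Luminescent ATP detection (Kinase-Glo Plus) follows a 60-minute room-temperature incubation, with wells lacking PGK as controls. Buffer: 100 mM TEA (pH 7.6), 5 mM MgCl2, 0.01% Tween-20. Coupling enzyme GAPDH (100 nM final) supplies unstable 1,3-BPG in-well.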
12-LOX inh = Primary qHTS assay for inhibitors of human arachidonate 12S-lipoxygenase (ALOX12): Round 2 | purified 12hLO, xylenol orange hydroperoxide absorbance | Potency, µM (highest dose often 108 µM), without a hit: at the highest dose activity change, negative = inhibition, actives largely listed as inhibitors | Polyunsaturated fatty acid lipoxygenase ALOX12 (Homo sapiens), P18054 | 580,000 compounds, 1.1% hits | AID 1671190, 2021; also: % is scaled to controls: 0 for no effect and ±100 for the full control effect
Target sequence (P18054 whole entry, looked up): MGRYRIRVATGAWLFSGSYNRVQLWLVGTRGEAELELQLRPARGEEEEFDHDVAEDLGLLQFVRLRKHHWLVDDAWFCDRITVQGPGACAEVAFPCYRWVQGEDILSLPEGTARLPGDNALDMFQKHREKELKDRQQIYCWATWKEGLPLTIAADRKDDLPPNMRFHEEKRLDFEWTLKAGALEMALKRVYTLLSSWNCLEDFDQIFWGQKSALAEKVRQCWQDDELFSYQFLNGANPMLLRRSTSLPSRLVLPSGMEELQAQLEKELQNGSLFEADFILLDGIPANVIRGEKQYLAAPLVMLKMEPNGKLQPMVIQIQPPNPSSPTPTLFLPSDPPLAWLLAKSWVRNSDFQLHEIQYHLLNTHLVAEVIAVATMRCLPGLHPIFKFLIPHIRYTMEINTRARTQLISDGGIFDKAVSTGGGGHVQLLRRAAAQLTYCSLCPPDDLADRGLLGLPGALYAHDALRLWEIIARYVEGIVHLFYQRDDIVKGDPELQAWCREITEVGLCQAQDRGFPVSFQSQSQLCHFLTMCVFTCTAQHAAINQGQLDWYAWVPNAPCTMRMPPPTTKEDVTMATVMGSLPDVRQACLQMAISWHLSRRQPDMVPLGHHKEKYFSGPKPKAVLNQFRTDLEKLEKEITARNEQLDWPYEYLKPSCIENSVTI
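Purified human 12hLO at 150 nM in 25 mM Hepes, 0.01% Triton X-100, pH 7.0, preincubated 15 min at room temperature with compound. Reaction started with 40 uM arachidonic acid, 30 min at room temperature. Hydroperoxide measured by Fe-xylenol orange, 573/405 nm absorbance ratio.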
HP1b chromo inh = HTS for Inhibitors of HP1-beta Chromodomain Interactions with Methylated Histone Tails; Potency, µM (titrated, usually from 114 µM), without a hit: top-dose activity change, negative = inhibition, actives largely listed as inhibitors; AlphaScreen HP1-beta / biotin-H3K9me3 peptide binding; 390,000 compounds, 0.56% hits; also: nearly all actives have a fitted effect of over 70% in size; inactives centre near 23
Target sequence (P83916 whole entry, looked up): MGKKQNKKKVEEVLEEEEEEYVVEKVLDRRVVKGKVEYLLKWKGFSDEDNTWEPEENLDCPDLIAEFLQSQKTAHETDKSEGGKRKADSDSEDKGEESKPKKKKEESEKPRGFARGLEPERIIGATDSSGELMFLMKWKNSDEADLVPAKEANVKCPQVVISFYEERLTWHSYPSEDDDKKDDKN
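Compound inhibition of the preformed complex between 50 nM HP1-beta and 50 nM biotinylated H3K9me3 peptide was read by AlphaScreen. Buffer was PBS pH 7.4 with 0.01% Tween-20. Incubations ran 30 min at room temperature, with 10 ug/mL donor/acceptor beads.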
RGS4 inhibitor = Inhibitors of Regulator of G Protein Signaling (RGS) 4: qHTS; Transcreener GDP fluorescence polarization, RGS4-accelerated GTP hydrolysis; Potency, µM (highest dose often 114 µM), inactives show at the top dose activity change, negative = inhibition, hits mostly inhibitors; 390,000 compounds, 0.039% hits; AID 504845, 2011; also: % is scaled to controls: 0 for no effect and ±100 for the full control effect; nearly all actives have a fitted effect of over 75% in size; some results filed as inactive show a strong effect at the top dose
Target sequence (P49798 whole entry, looked up): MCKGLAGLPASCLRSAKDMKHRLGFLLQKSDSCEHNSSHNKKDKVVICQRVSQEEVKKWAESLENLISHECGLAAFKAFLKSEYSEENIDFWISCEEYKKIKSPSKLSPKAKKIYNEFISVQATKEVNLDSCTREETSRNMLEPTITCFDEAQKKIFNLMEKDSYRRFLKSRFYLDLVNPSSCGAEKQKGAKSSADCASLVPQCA
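MLSMR compounds (23 nl, pin-transferred) preincubated 10 min at room temperature with a 500nM (2x) first reagent, then RGS4 at 900nM (2x) plus Transcreener GDP mix added; fluorescence polarization (620/688 nm) read before and after 90 min at 30 °C.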
rTrxR1 inhibitor = qHTS Assay for Inhibitors of Mammalian Selenoprotein Thioredoxin Reductase 1 (TrxR1): qHTS | recombinant rTrxR1, NADPH fluorescence consumption, selenite substrate | Potency, µM (titrated, usually from 114 µM), without a hit: at the highest dose activity change, negative = inhibition, most hits filed as inhibitors | Thioredoxin reductase 1, cytoplasmic (Rattus norvegicus), O89049 | 390,000 compounds, 1% hits; also: % is scaled to controls: 0 for no effect and ±100 for the full control effect; nearly all actives have a fitted effect of over 65% in size
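Rat TrxR1 (90 nM in the dispensed reagent) was pre-reduced with 400 uM NADPH for 5 min at room temperature, then incubated with compound for 15 min. After 400 uM selenite was added, NADPH fluorescence (Ex 340/Em 450 nm) was followed for 8 min.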
JMJD2A Tudor inh = qHTS Assay for Inhibitors of JMJD2A-Tudor Domain; Lysine-specific demethylase 4A (Homo sapiens), O75164; AlphaScreen JMJD2A-Tudor / H3K4me3 peptide binding; Potency, µM (highest dose often 114 µM), for the others: at the highest dose activity change, negative = inhibition, hits mostly inhibitors; 390,000 compounds, 4.4% hits; also: % is scaled to controls: 0 for no effect and ±100 for the full control effect; nearly all actives have a fitted effect of over 50% in size
ERG-DNA inh = qHTS for Small Molecule Inhibitors of the ERG Ets/DNA interaction; Potency, µM (titrated, usually from 76.9 µM), for the others: top-dose FP activity, negative = inhibition, most hits filed as inhibitors; Transcriptional regulator ERG (Homo sapiens), P11308; 370,000 compounds, 0.028% hits; fluorescence polarization, His-ERG Ets domain / labelled DNA; AID 624246, 2012; active = well fitted inhibition curve with a large enough effect in the polarisation, with a control signal flat; inconclusive = small, poorly fitted or top-dose-only effect, or effect the other way, or a change in a side signal; inactive = no such curve, though single readings can be large or run the other way; the % refers to the polarisation;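 also: polarization taken with two DNA probes labelled with fluorescein and Texas red; % of control where 0% means no effect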
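His-tagged ERG Ets domain (1 uM in the protein solution; 300mM KCl, 50mM Tris-HCl, 1mM EDTA, 1mM DTT, pH 7.5) received compound, then a probe mix of 5 nM fluorescein-DNA and 100nM Texas-615-DNA. Fluorescence polarization was read for both dyes.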
Pin1 inh = qHTS Assay to Find Inhibitors of Pin1 | AID 504891, 2011 | Peptidyl-prolyl cis-trans isomerase NIMA-interacting 1 (Homo sapiens), Q13526 | 390,000 compounds, 0.009% hits | Pin1 FP peptide displacement, HiFluor488, 10 min | Potency, µM (top dose mostly 115 µM), for inactives: at the highest dose activity, negative = inhibition, usual class: inhibitors; active = well fitted inhibition curve with a large enough effect in the polarisation, with a control signal flat, not every such curve was filed as active; inconclusive = small, poorly fitted or top-dose-only effect, or effect the other way, or a change in a side signal; inactive = no such curve, though single readings can be large or run the other way; the % refers to the polarisation; also: % is scaled to controls: 0 for no effect and ±100 for the full control effect
GLS inhibitor = qHTS for Inhibitors of Glutaminase (GLS); AID 624170, 2012; 410,000 compounds, 0.21% hits; GLS enzymatic activity, qHTS titration; Potency, µM (series often up to 45.5 µM), for the others: at the top dose activity change, negative = inhibition, hits mostly inhibitors; Glutaminase kidney isoform, mitochondrial (Homo sapiens), O94925; also: % is scaled to controls: 0 for no effect and ±100 for the full control effect
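Read-out is an Amplex red fluorescence increase coupled through glutamate oxidase and HRP, measured before and after 30 min room-temperature incubation. hKGA is in 45 mM KH2PO4 (pH 8.2) with 0.02% Tween-20; glutamine added as 1mM solution.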
* = called active by the depositor; i = inactive; ? = inconclusive; nt = no result given; [ ] = remark or other dose. Unless noted, calls follow the shape of the dose curve; as a rule, active = well fitted curve in the direction sought with a large enough effect; inconclusive = small, poorly fitted or top-dose-only effect, or another doubt; inactive = no such curve, though single readings can be large; an effect the other way counts as inactive or inconclusive. Potency is read from the fitted curve at half-maximal effect.

PGK inhibitor | 12-LOX inh | HP1b chromo inh | RGS4 inhibitor | rTrxR1 inhibitor | JMJD2A Tudor inh | ERG-DNA inh | Pin1 inh | GLS inhibitor | Structure
-1% | 5% | 13% | -17% | 10%[57.1 µM] | -11% | -3% | -3% | 0% | CNc1ccc(Br)cc1C(O)c1ccccc1 (centres undefined)
8% | 10% | 0% | 36% | 4% | 1% | -3% | 3% | 9% | N#Cc1cccc(NC(=O)Cc2ccsc2)c1
i | -2% | -8% | 4% | -7%[57.1 µM] | -25% | -1% | 2% | 5% | CCN1CCN(c2nc(S(=O)(=O)c3ccc(C)cc3)c(Cl)s2)CC1
i | -12% | 6% | ? | 31%[activator] | -8% | 0% | 3% | 2% | COc1ccc(CCn2c(N)cc(=O)[nH]c2=O)cc1OC
-14% | 5% | 17% | 1% | 14% | -5% | -15% | -3% | -6% | CCCN(CC(=O)Nc1ccccc1C)C(=O)c1ccc(COc2ccccc2)cc1
-4% | 9% | 46%[activator] | -21% | 0%[57.1 µM] | -1% | 7% | -2% | 1% | CN(C)S(=O)(=O)c1cccc(NC(=S)N2CCCCC2CO)c1 (centres undefined)
17% | -12% | 46%[activator] | 11% | 8% | 5% | 1% | 1% | 5% | Cc1nc2nncn2c(NCc2ccc(Cl)cc2)c1C
-1% | -14% | 33% | 26% | 2% | -17% | -10% | 15% | 5% | Cc1ccccc1NC(=O)c1c(C)nc(SCC(=O)OCc2ccccc2)c(C#N)c1-c1ccc(F)cc1
-1% | ? | 8% | 10% | -3%[11.4 µM] | -14% | 7% | -1% | 1% | CCCCn1c(SCC(=O)N2CCC(C)CC2)nc2cc(S(N)(=O)=O)ccc21
-10% | 3% | -5% | 3% | 13%[57.1 µM] | -11% | -4% | -9% | 5% | CCN(CC(=O)Nc1c(F)cccc1F)C(=O)c1ccc(N2CCCC2=O)cc1
-3% | -8% | 14% | -11% | 6%[57.1 µM] | -10% | -5% | 0% | 7% | COc1ccc(C)cc1NC(=O)c1cc2ccccn2n1
i | -4% | 39%[activator] | 34% | 23% | 30% | 5% | -9% | 1% | COc1ccccc1CN(C)C(=O)c1ccc(COc2ccccc2)cc1
-3% | 0% | 20% | 1% | 14%[57.1 µM] | -1% | -5% | 2% | -1% | O=[N+]([O-])c1cccc(CSc2nnc3ccccn23)c1
-3% | 0% | 22% | -3% | 10%[57.1 µM] | -6% | -5% | 4% | 3% | COCCn1c(N)c(N(Cc2ccccc2)C(=O)c2cc3ccccc3o2)c(=O)[nH]c1=O
-8% | nt | -23% | -41% | -24% | -5% | -4% | 16% | 2% | CCOC(=O)C1CCN(C2=NC(=O)/C(=C/c3ccc(O)cc3)S2)CC1
-1% | 8% | 53%[activator] | ? | -18% | ? | -2% | -15% | 5% | Cc1cnccc1CN(C)C(=O)C1CCC(=O)N(Cc2ccccc2F)C1 (centres undefined)
-12% | ? | 50% | ? | 14µM* | 8% | 3% | 1% | -8% | CCOC(=O)/C(=C/c1ccc(OC(=O)c2ccccc2)cc1)C(C)=O
-19% | 1% | ? | ? | -2% | -18% | nt | -8% | 17% | CCC(=O)NC(NC(=S)Nc1c(C)n(C)n(-c2ccccc2)c1=O)C(Cl)(Cl)Cl (centres undefined)
-8% | 260%[activator] | 7% | 3% | -3% | -20% | 4% | 1% | 5% | Cc1nc(SCC(=O)NC(=O)NCc2ccccc2)nc(C)c1C
i | 17% | 34% | -1% | -4% | -12% | 0% | -7% | 1% | O=C(CNCCCO)Nc1cc(C(F)(F)F)cc(NC(=O)CNCCCO)c1Cl
-8% | 0% | 37% | -6% | 7% | -4% | -7% | -2% | -6% | Cc1cccc(N(CC(=O)NC(C)(C)C)C(=O)CS(=O)CC(=O)Nc2ccc(F)cc2)c1 (centres undefined)
-9% | ? | 40%[activator] | 10% | 27%[57.1 µM] | -19% | 14% | -13% | 1% | O=C(O)c1ccc(CNCc2ccccc2F)cc1
i | 10% | 50%[activator] | 18% | 18%[57.1 µM] | -6% | 0% | -4% | -4% | COCCNC(=O)Cn1nc(-c2ccccc2F)ccc1=O
6% | -13% | 28% | 42% | -24% | -12% | -2% | ? | -2% | COc1ccc(CN2C(=O)N(c3ccc(F)cc3)C(=O)C2CC(=O)Nc2cc(OC)cc(OC)c2)cc1 (centres undefined)
-3% | 4% | 70%[activator] | -11% | 11%[57.1 µM] | -6% | 4% | -4% | -12% | COc1ccnc(Oc2ccc(F)cc2)c1C(=O)N/C=N/OCc1ccccc1
-8% | -20% | 19% | -13% | 13% | -14% | -8% | -3% | 1% | COc1ccc(S(=O)(=O)N2CCN(C(=O)c3ccc(=O)[nH]n3)CC2)cc1OC
0% | 4% | 13% | 7% | 7% | ? | -2% | 66%[activator] | -1% | COC(=O)c1ccc(C23CC4(C2)[C@H](CN(Cc2cccnc2)[C@@H]4c2ccccc2)C3c2ccc(C(F)(F)F)cc2)cc1 (some centres undefined)
4% | -13% | -3% | ? | -3%[57.1 µM] | 79µM* | 3% | 3% | 4% | COc1ccc(/C=C2/SC(=O)N(CC(O)Cn3c4ccccc4c4ccccc43)C2=O)cc1 (centres undefined)
12% | 9% | 63%[activator] | 0% | -11% | 24% | -1% | -4% | -3% | C=CCN1C(=S)CC(c2ccccc2)=Nc2ccccc21
-2% | 17% | 198%[activator] | ? | 27% | 152%[activator] | 6% | 0% | -6% | Cc1onc(-c2ccccc2)c1-c1csc(COc2ccccc2)n1

Part of the list above, with tabs.
SMILES	PGK inhibitor	12-LOX inh	HP1b chromo inh	RGS4 inhibitor	rTrxR1 inhibitor	JMJD2A Tudor inh	ERG-DNA inh	Pin1 inh	GLS inhibitor
COCCn1c(N)c(N(Cc2ccccc2)C(=O)c2cc3ccccc3o2)c(=O)[nH]c1=O	-3%	0%	22%	-3%	10%[57.1 µM]	-6%	-5%	4%	3%
CCOC(=O)C1CCN(C2=NC(=O)/C(=C/c3ccc(O)cc3)S2)CC1	-8%	nt	-23%	-41%	-24%	-5%	-4%	16%	2%
Cc1cnccc1CN(C)C(=O)C1CCC(=O)N(Cc2ccccc2F)C1 (centres undefined)	-1%	8%	53%[activator]	?	-18%	?	-2%	-15%	5%
CCOC(=O)/C(=C/c1ccc(OC(=O)c2ccccc2)cc1)C(C)=O	-12%	?	50%	?	14µM*	8%	3%	1%	-8%
CCC(=O)NC(NC(=S)Nc1c(C)n(C)n(-c2ccccc2)c1=O)C(Cl)(Cl)Cl (centres undefined)	-19%	1%	?	?	-2%	-18%	nt	-8%	17%
Cc1nc(SCC(=O)NC(=O)NCc2ccccc2)nc(C)c1C	-8%	260%[activator]	7%	3%	-3%	-20%	4%	1%	5%
O=C(CNCCCO)Nc1cc(C(F)(F)F)cc(NC(=O)CNCCCO)c1Cl	i	17%	34%	-1%	-4%	-12%	0%	-7%	1%
Cc1cccc(N(CC(=O)NC(C)(C)C)C(=O)CS(=O)CC(=O)Nc2ccc(F)cc2)c1 (centres undefined)	-8%	0%	37%	-6%	7%	-4%	-7%	-2%	-6%

Next section.
PGK inhibitor | 12-LOX inh | HP1b chromo inh | RGS4 inhibitor | rTrxR1 inhibitor | JMJD2A Tudor inh | ERG-DNA inh | Pin1 inh | GLS inhibitor | Structure
-6% | 0% | 8% | -12% | 3%[57.1 µM] | -8% | -4% | 7% | 5% | COc1ccc(S(=O)(=O)N2CCC(C(=O)NCc3ccccn3)CC2)cc1C
-7% | -6% | 3% | -34% | 32%[activator][57.1 µM] | -15%[11.4 µM] | -8% | -4% | -1% | CC(C)(C)OC(=O)N/N=C\c1cccnc1
9% | 22% | 25% | 13% | 7%[57.1 µM] | -1% | 2% | 13% | -3% | CCOC(=O)c1cnc2c(C#N)c(C)nn2c1-c1ccccc1
i | -25% | -1% | 19% | -7%[57.1 µM] | -33% | -8% | 0% | 1% | O=C(NCc1ccco1)Nc1ccc([N+](=O)[O-])cc1
0% | 19% | 1% | -19% | 1% | -20% | 6% | 7% | 6% | CCOc1ccccc1NC(=O)CCCCCN1C(=O)[C@@H]2Cc3ccccc3CN2C1=O
-9% | -15% | 17% | 19% | 16% | -24% | 9% | 24% | 0% | CN(c1ccccc1)S(=O)(=O)c1cccc(NC(=O)C2=NN(c3ccccc3)C(=O)CC2)c1
6% | -16% | -19% | 13% | -5%[57.1 µM] | -25% | 1% | 0% | -1% | CC(C)N(Cc1ccccc1)C(=O)COC(=O)/C=C/c1cnc2ccccc2n1
-8% | 11% | 51%[activator] | -32% | 7%[57.1 µM] | -8% | 9% | -2% | -13% | O=C(Cc1ccc(F)cc1)N1CCN(c2ccc(F)cc2)CC1

Only part of the results is shown, so the mix of outcomes need not match the whole.
